Source: PubChem
RPL19A-GFP yeast: RPL19A-GFP expression modulators in yeast, primary screen, cell-based, S. cerevisiae, multiplex flow cytometry, MLPCN; S. cerevisiae RPL19A-GFP strain, 3 h; hits give low values; percent response vs DMSO, % at 10 µM; 330,000 tested, 0.3% active;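 active means percent response vs DMSO below 50%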;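 further: median channel GFP fluorescence of the barcoded RPL19A-GFP strain; ratio of sample median GFP to plate DMSO average so 100% = DMSO; lower means less RPL19A-GFP as with rapamycin TOR inhibition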
proCasp7 act: procaspase-7 activators, primary screen, counter-screen for procaspase-3 activator project, biochemical, absorbance, HTS, human | recombinant procaspase-7, Ac-DEVD-pNA absorbance 405 nm; D23A/D198A/D206A triple mutant, cannot self-cleave; scale: DMSO 0, 5 µM enzyme 100 | activation, % at 8.5 µM | 330,000 tested, 0.093% active | AID 463210, 2010;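 active means percent activation above the screen-wide mean plus 3 SD, cut at about 25% in these data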
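Replicates: singlicate. Assay system: Procaspase-7 triple mutant (PC-7 D3A). Signal: 405 nm absorbance of p-nitroaniline. Times: 1 h preincubation, 2 h reaction. Buffer or medium: Zinc-free HEPES pH 7.4 with 300 mM NaCl, 0.01% Triton X-100. Also added: DEVD-pNA substrate. Benchmarks: DMSO wells as 0%, DMSO with 5 µM added PC-7 as 100%.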
LAP4-GFP MLPCN: modulators of LAP4-GFP expression in yeast, primary screen, S. cerevisiae, multiplex flow cytometry, MLPCN library | AID 2023, 2009 | GFP response vs DMSO, % at 10 µM | 3 h; median GFP as percent of DMSO wells | 320,000 tested, 0.34% active;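 active means GFP response vs DMSO above a set limit, about the screen mean plus 3 SD, cut at about 150% in these data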
MEP2 TOR yeast: modulators of MEP2-GFP levels in yeast, primary screen, S. cerevisiae, multiplex flow cytometry, MLPCN library; S. cerevisiae MEP2-GFP strain, 3 h; 100% = DMSO control level; GFP response vs DMSO, % at 10 µM; 330,000 tested, 0.51% active; AID 2016, 2009;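 active means GFP response versus DMSO above a set limit, roughly screen mean plus 3 SD, cut at about 180% in these data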;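 further: median GFP fluorescence of the barcode-gated MEP2-GFP cells per well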
EBNA-1 inh: EBNA-1 DNA-binding inhibitors, primary screen, biochemical, fluorescence polarization; inhibition, % at 14.8 µM; 300,000 tested, 0.34% active; AID 1950, 2009; in the data active means inhibition above about 28%
AHR act: AHR activators, primary screen, cell-based, luminescence, luciferase reporter, human; AHR-responsive luciferase reporter cells; 320,000 tested, 2.5% active; activation, % at 5 µM; Aryl hydrocarbon receptor (Homo sapiens), P35869; AID 2796, 2010; in the data active means activation above about 47%;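 further: 0% = vehicle wells and 100% = reference agonist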
proCasp3 act: activators of human procaspase-3 D3A mutant, primary screen, biochemical, absorbance, PC-3 D3A mutant, single concentration | AID 463141, 2010 | activation, % at 8.5 µM | recombinant procaspase-3 D3A, Ac-DEVD-pNA absorbance 405 nm | 330,000 tested, 0.11% active;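 active means activation above the mean of all tested compounds plus 3 SD, cut at about 21% in these data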;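 further: 0% = DMSO alone and 100% = DMSO wells spiked with extra 5 µM PC-3 D3A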
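assay system = Procaspase-3 D3A mutant | signal = absorbance at 405 nm, 0 and 120 min | times = 1 h preincubation plus 2 h reaction at 25 °C | repeats = single replicate | read-out = % activation between DMSO and enzyme-spiked controls | medium = Zinc-free HEPES saline buffer with Triton X-100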
ZTA counter: ZTA (EBV) inhibition in EBNA-1 counter-screen; P03206; 320,000 tested, 0.15% active; ZTA-DNA binding, fluorescence polarization; inhibition, % at 11 µM; in the data active means inhibition above about 33%
Active calls of the source: *.

How did CCOC(=O)c1ccc(S(=O)(=O)Nc2cc(S(=O)(=O)N3CCOCC3)ccc2O)cc1 do in these assays?
RPL19A-GFP yeast: 97; proCasp7 act: -22; LAP4-GFP MLPCN: 95; MEP2 TOR yeast: 97; AHR act: 0; proCasp3 act: -7

How did COc1cc(OC)c(-c2cc(C(=O)O)ccc2OC)c(OC)c1 do in these assays?
RPL19A-GFP yeast: 93; proCasp7 act: -12; LAP4-GFP MLPCN: 102; MEP2 TOR yeast: 90; EBNA-1 inh: 2; AHR act: 8; proCasp3 act: -5; ZTA counter: -1

How did NS(=O)(=O)c1ccc(CNC(=O)c2ccc(NS(=O)(=O)c3ccc4[nH]c(=O)[nH]c4c3)cc2)cc1 do in these assays?
RPL19A-GFP yeast: 94; proCasp7 act: 8; LAP4-GFP MLPCN: 104; MEP2 TOR yeast: 102; EBNA-1 inh: -1; AHR act: 0; proCasp3 act: 7; ZTA counter: 5

Results for O=C(O)c1cc(C(=O)C2CC2)c[nH]1 ?
RPL19A-GFP yeast: 96; proCasp7 act: 4; LAP4-GFP MLPCN: 99; MEP2 TOR yeast: 96; EBNA-1 inh: -4; AHR act: -2; proCasp3 act: -2; ZTA counter: 9

What do the screens show for `COc1ccc(CCn2c(=N)c(C(=O)NC3CCCC3)cc3c(=O)n4ccccc4nc32)cc1`?
RPL19A-GFP yeast: 99; proCasp7 act: -10; LAP4-GFP MLPCN: 97; MEP2 TOR yeast: 99; EBNA-1 inh: 1; AHR act: 4; proCasp3 act: -10; ZTA counter: -10

Results for CC1CCCC(C)N1CCCNC(=O)CN1C(=O)COc2ccc(S(=O)(=O)N3CCOCC3)cc21 (stereo not given) ?
RPL19A-GFP yeast: 99; proCasp7 act: 7; LAP4-GFP MLPCN: 113; MEP2 TOR yeast: 101; EBNA-1 inh: -5; AHR act: 2; proCasp3 act: 2; ZTA counter: 3

What do the screens show for `COc1cccc(-c2ncc3ccccc3c2COC(=O)N(C)C)c1`?
RPL19A-GFP yeast: 95; proCasp7 act: 15; LAP4-GFP MLPCN: 92; MEP2 TOR yeast: 83; AHR act: 1; proCasp3 act: 3; ZTA counter: -3

Results for CC(/C=N/Nc1nnc(C)c(=O)[nH]1)=C\c1ccccc1 ?
RPL19A-GFP yeast: 95; proCasp7 act: -1; LAP4-GFP MLPCN: 100; MEP2 TOR yeast: 96; EBNA-1 inh: 7; AHR act: 6; proCasp3 act: 1; ZTA counter: -7

Results for Cc1ccc(NC2=NCC(=O)N2Cc2cccs2)cc1C ?
RPL19A-GFP yeast: 103; proCasp7 act: -3; LAP4-GFP MLPCN: 86; MEP2 TOR yeast: 98; EBNA-1 inh: -6; AHR act: 3; proCasp3 act: 3; ZTA counter: -11

What do the screens show for `CS(=O)(=O)Oc1ccc(/C=N/NC(=O)c2ccncc2)cc1`?
RPL19A-GFP yeast: 104; proCasp7 act: 6; LAP4-GFP MLPCN: 94; MEP2 TOR yeast: 101; EBNA-1 inh: 6; AHR act: 3; proCasp3 act: 10; ZTA counter: 17

What do the screens show for `Cc1cccc(NCc2nc3ccccc3n2Cc2ccccc2)c1`?
RPL19A-GFP yeast: 95; proCasp7 act: 2; LAP4-GFP MLPCN: 98; MEP2 TOR yeast: 92; EBNA-1 inh: 11; AHR act: 8; proCasp3 act: 0; ZTA counter: -7

Results for Cc1cc(Cl)c(Cl)cc1S(=O)(=O)NCCCn1ccnc1 ?
RPL19A-GFP yeast: 105; proCasp7 act: 2; LAP4-GFP MLPCN: 94; MEP2 TOR yeast: 111; EBNA-1 inh: -8; AHR act: 33; proCasp3 act: 3; ZTA counter: -10

Results for CS(=O)(=O)c1ccc(C(=O)NNC(=O)c2cc(-c3ccccc3)n[nH]2)cc1 ?
RPL19A-GFP yeast: 97; proCasp7 act: 4; LAP4-GFP MLPCN: 98; MEP2 TOR yeast: 97; AHR act: 2; proCasp3 act: 7

Results for O=C(C[n+]1ccc(Cc2ccccc2)cc1)Nc1ccccc1 ?
RPL19A-GFP yeast: 92; proCasp7 act: 1; LAP4-GFP MLPCN: 94; MEP2 TOR yeast: 116; EBNA-1 inh: -8; AHR act: 2; proCasp3 act: 3; ZTA counter: 12

What do the screens show for `Cc1ccccc1C(=O)Oc1cc(N)n(S(C)(=O)=O)n1`?
RPL19A-GFP yeast: 99; proCasp7 act: 2; LAP4-GFP MLPCN: 103; MEP2 TOR yeast: 92; EBNA-1 inh: -9; AHR act: -1; proCasp3 act: -4; ZTA counter: -13

How did COc1cc(C)c(S(=O)(=O)n2ccc(C)n2)cc1C do in these assays?
RPL19A-GFP yeast: 99; proCasp7 act: 1; LAP4-GFP MLPCN: 113; MEP2 TOR yeast: 106; EBNA-1 inh: 4; AHR act: -1; proCasp3 act: 4; ZTA counter: 3

What do the screens show for `Oc1ccc(Cl)cc1CNCc1ccc(Cl)nc1`?
RPL19A-GFP yeast: 101; proCasp7 act: 4; LAP4-GFP MLPCN: 92; MEP2 TOR yeast: 94; AHR act: -7; proCasp3 act: 11; ZTA counter: 0

How did Cc1cc(-c2n[nH]c(=S)n2/N=C/c2cccc([N+](=O)[O-])c2)n[nH]1 do in these assays?
RPL19A-GFP yeast: 99; proCasp7 act: 1; LAP4-GFP MLPCN: 91; MEP2 TOR yeast: 99; EBNA-1 inh: 7; AHR act: 18; proCasp3 act: 0; ZTA counter: -10

Results for O=C(N/N=C/c1cccnc1)c1cccc(Cl)c1 ?
RPL19A-GFP yeast: 102; proCasp7 act: 6; LAP4-GFP MLPCN: 95; MEP2 TOR yeast: 105; EBNA-1 inh: -3; AHR act: 13; proCasp3 act: 1; ZTA counter: 4

How did CC1Sc2ccc(S(=O)(=O)CCC(=O)NC(C)c3ccccc3)cc2NC1=O (stereo not given) do in these assays?
RPL19A-GFP yeast: 99; proCasp7 act: -9; LAP4-GFP MLPCN: 106; MEP2 TOR yeast: 97; EBNA-1 inh: 15; AHR act: 3; proCasp3 act: -2; ZTA counter: 8

Filtered by structure, the compounds so far containing a halogen
Results for Cc1cc(Cl)c(Cl)cc1S(=O)(=O)NCCCn1ccnc1 ?
RPL19A-GFP yeast: 105; proCasp7 act: 2; LAP4-GFP MLPCN: 94; MEP2 TOR yeast: 111; EBNA-1 inh: -8; AHR act: 33; proCasp3 act: 3; ZTA counter: -10

What do the screens show for `Oc1ccc(Cl)cc1CNCc1ccc(Cl)nc1`?
RPL19A-GFP yeast: 101; proCasp7 act: 4; LAP4-GFP MLPCN: 92; MEP2 TOR yeast: 94; AHR act: -7; proCasp3 act: 11; ZTA counter: 0

Results for O=C(N/N=C/c1cccnc1)c1cccc(Cl)c1 ?
RPL19A-GFP yeast: 102; proCasp7 act: 6; LAP4-GFP MLPCN: 95; MEP2 TOR yeast: 105; EBNA-1 inh: -3; AHR act: 13; proCasp3 act: 1; ZTA counter: 4

(continued)
Results for C(=N\Nc1ccc2nncn2n1)/c1ccco1 ?
RPL19A-GFP yeast: 91; proCasp7 act: 1; LAP4-GFP MLPCN: 102; MEP2 TOR yeast: 90; EBNA-1 inh: -4; AHR act: 4; proCasp3 act: -2; ZTA counter: 2

What do the screens show for `CC(C)CCNC(=O)[C@H](CC(C)C)NC(=O)[C@H]1O[C@@H]1C(=O)O`?
RPL19A-GFP yeast: 104; proCasp7 act: -11; LAP4-GFP MLPCN: 109; MEP2 TOR yeast: 100; EBNA-1 inh: 7; AHR act: 1; proCasp3 act: -4; ZTA counter: -6

What do the screens show for `COCCCNC(=O)Cn1c(=O)n(Cc2ccc(C(=O)NCCc3ccc(OC)c(OC)c3)cc2)c(=O)c2ccccc21`?
RPL19A-GFP yeast: 99; proCasp7 act: 9; LAP4-GFP MLPCN: 102; MEP2 TOR yeast: 99; EBNA-1 inh: 4; AHR act: -1; proCasp3 act: 0; ZTA counter: -20

How did O=C(Cc1cccs1)N(c1ccccc1)C1C=CS(=O)(=O)C1 (stereo not given) do in these assays?
RPL19A-GFP yeast: 93; proCasp7 act: -8; LAP4-GFP MLPCN: 91; MEP2 TOR yeast: 97; EBNA-1 inh: -4; AHR act: 0; proCasp3 act: -3; ZTA counter: 5

How did Brc1ccccc1Cn1c(-c2cscn2)nc2ccccc21 do in these assays?
RPL19A-GFP yeast: 100; proCasp7 act: 4; LAP4-GFP MLPCN: 101; MEP2 TOR yeast: 103; EBNA-1 inh: -3; AHR act: 0; proCasp3 act: 3; ZTA counter: -20

Results for O=C(NCCc1ccc(Cl)cc1)c1ccc2ccccc2n1 ?
RPL19A-GFP yeast: 102; proCasp7 act: 4; LAP4-GFP MLPCN: 107; MEP2 TOR yeast: 104; EBNA-1 inh: -4; AHR act: 10; proCasp3 act: -3; ZTA counter: 3

How did CC(=O)Nc1cccc(NC(=O)Cc2ccc3ccccc3c2)c1 do in these assays?
RPL19A-GFP yeast: 100; proCasp7 act: -3; LAP4-GFP MLPCN: 96; MEP2 TOR yeast: 118; EBNA-1 inh: 8; AHR act: 5; proCasp3 act: 10; ZTA counter: -3

How did COc1ccc(C(=O)Cn2ccsc2=NC(C)=O)cc1 do in these assays?
RPL19A-GFP yeast: 120; proCasp7 act: -9; LAP4-GFP MLPCN: 97; MEP2 TOR yeast: 115; EBNA-1 inh: -4; AHR act: -1; proCasp3 act: 9; ZTA counter: -11

What do the screens show for `COCCNC(=O)CN(Cc1ccc(OC)cc1)C(=O)CCC(=O)Nc1nccs1`?
RPL19A-GFP yeast: 101; proCasp7 act: 11; LAP4-GFP MLPCN: 91; MEP2 TOR yeast: 102; EBNA-1 inh: -15; AHR act: 1; proCasp3 act: -2; ZTA counter: -8

What do the screens show for `COc1ccccc1OCc1nc2ccccc2s1`?
RPL19A-GFP yeast: 100; proCasp7 act: 3; LAP4-GFP MLPCN: 114; MEP2 TOR yeast: 104; EBNA-1 inh: 3; AHR act: 45; proCasp3 act: 0; ZTA counter: 7

How did Cc1ccc(C(=O)/C=C/c2cn(CN3CCN(C)CC3)c3ccccc23)cc1 do in these assays?
proCasp7 act: -28; LAP4-GFP MLPCN: 104; MEP2 TOR yeast: 100; EBNA-1 inh: 7; AHR act: 31; proCasp3 act: -12; ZTA counter: -13

What do the screens show for `O=C1NC(=O)/C(=C/c2ccc(OS(=O)(=O)c3ccc(F)cc3F)cc2)N1`?
RPL19A-GFP yeast: 95; proCasp7 act: 1; LAP4-GFP MLPCN: 102; MEP2 TOR yeast: 92; EBNA-1 inh: -3; AHR act: 0; proCasp3 act: -12; ZTA counter: -15
